Screening data deposited in PubChem by several laboratories.
Tb MetRS inh: Trypanosoma brucei MetRS inhibition | AID 624268 | inhibition, % at 11.9 µM | purified T. brucei MetRS, ATP depletion, Kinase-Glo luminescence | 360,000 compounds, 0.4% hits;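 active = inhibition above a per-plate cutoff of the control wells' mean inhibition plus 3 SD, cut at about 5.5% in these data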;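 note: 0% = DMSO wells median and 100% = median of wells with control inhibitor compound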
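Material: parasite MetRS enzyme / Replication: singlicate, one well per compound / Signal: luminescence of leftover ATP / Schedule: 2 h aminoacylation at 25 °C after 15 min preincubation / Medium: HEPES-MgCl2-KCl buffer plus DTT, spermine, BSA, pyrophosphatase / Doses: 11.9 µM single point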
MsrA act: bovine methionine sulfoxide reductase A activation; purified bovine MsrA, absorbance read-out; activation, % at 10.6 µM; 360,000 compounds, 0.3% hits; in the data active = activation above about 7.5%;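 note: 0% = vehicle and 100% = reference activator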
NRP1-CendR mod: NRP-1/CendR interaction modulation; FAM-RPARPAR peptide binding to NRP-1, fluorescence polarization; 360,000 compounds, 0.85% hits; inhibition, % at 25 µM; O14786;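 active = inhibition or corrected inhibition above about 18%, plus a signal ratio from 0.5 to 1.5, limit read from the data, passing the limit was not always enough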; note: strong numbers were not always called active
Target sequence (O14786 whole entry, looked up): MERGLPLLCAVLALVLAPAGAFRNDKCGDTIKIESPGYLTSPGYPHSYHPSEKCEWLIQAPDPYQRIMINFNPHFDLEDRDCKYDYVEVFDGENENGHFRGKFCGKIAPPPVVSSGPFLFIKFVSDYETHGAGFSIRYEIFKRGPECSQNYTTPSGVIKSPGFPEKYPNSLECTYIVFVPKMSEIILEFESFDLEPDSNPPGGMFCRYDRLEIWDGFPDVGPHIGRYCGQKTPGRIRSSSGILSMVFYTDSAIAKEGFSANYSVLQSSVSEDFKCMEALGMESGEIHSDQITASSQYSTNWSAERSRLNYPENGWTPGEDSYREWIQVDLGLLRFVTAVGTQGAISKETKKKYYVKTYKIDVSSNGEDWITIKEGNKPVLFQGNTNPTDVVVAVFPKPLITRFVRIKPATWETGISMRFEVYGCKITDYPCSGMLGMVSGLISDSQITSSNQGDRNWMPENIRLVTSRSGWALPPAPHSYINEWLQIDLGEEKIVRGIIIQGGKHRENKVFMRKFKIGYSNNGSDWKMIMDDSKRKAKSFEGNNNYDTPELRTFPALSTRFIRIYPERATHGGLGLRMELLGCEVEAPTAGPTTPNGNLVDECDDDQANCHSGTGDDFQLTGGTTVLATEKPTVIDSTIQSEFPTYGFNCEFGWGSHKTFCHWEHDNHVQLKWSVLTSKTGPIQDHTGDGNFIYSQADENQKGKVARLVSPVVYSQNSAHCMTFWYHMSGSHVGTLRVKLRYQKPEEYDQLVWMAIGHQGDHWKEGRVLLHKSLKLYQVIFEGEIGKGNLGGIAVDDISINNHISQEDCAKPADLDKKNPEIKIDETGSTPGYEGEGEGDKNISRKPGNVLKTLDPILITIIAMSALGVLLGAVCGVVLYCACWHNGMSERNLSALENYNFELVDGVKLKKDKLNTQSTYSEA
FAS-TE inh: FAS thioesterase (human) inhibition; inhibition, % at 15 µM; P49327; 360,000 compounds, 0.67% hits; recombinant FAS-TE, OMFH fluorogenic substrate, fluorescence endpoint;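 active = compounds whose normalised, plate-corrected inhibition of enzyme fluorescence in the single-dose primary screen is 50% or more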;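 note: 0% = DMSO with enzyme and 100% = substrate without enzyme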
E coli Lon inh: E. coli protease La inhibition. inhibition, % at 7.94 µM. purified E. coli Lon protease, fluorescence polarization. P0A9M0. AID 602123. 360,000 compounds, 0.42% hits; in the data active = inhibition above about 13%, passing the limit was not always enough;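 note: 0% = enzyme with probe and DMSO and 100% = no enzyme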
MT1-MMP act inh: MT1-MMP (human) activation inhibition | P50281 | HT1080 RFP-PRO-GFP cells, GFP/RFP ratio fluorescence, overnight; percent of plate control window, DMSO zero | GFP/RFP ratio change, % at 20 µM | 360,000 compounds, 0.061% hits | AID 651647;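 active = GFP/RFP ratio change of at least 30% with cell ATP level not reduced by more than half and red fluorescence within 50% of control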; note: strong numbers were not always called active
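Compound: 20 µM single dose, 1% DMSO / System: HT1080 RFP-PRO-GFP cells / Controls: DMSO and RFP-L50D-GFP cell wells / Read-out basis: GFP/RFP fluorescence ratio / Schedule: overnight compound exposure at 37 °C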
MLLE-PAM2 inh: inhibitors of microRNA-mediated deadenylation, human PABP1 MLLE binding | GST-MLLE / FITC-PAM2 fluorescence polarization | inhibition, % at 20 µM | 360,000 compounds, 0.36% hits | P11940 | AID 588489; in the data active = inhibition above about 35%, passing the limit was not always enough;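 note: plate controls were DMSO wells with GST-MLLE for no effect and wells lacking GST-MLLE protein for full effect; some results filed as inactive read as strong as hits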
MsrA inhibitor: bovine MsrA inhibition; inhibition, % at 15.5 µM; purified bovine MsrA, absorbance read-out; 360,000 compounds, 0.75% hits; in the data active = inhibition above about 4.5%;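 note: 0% = vehicle wells with enzyme and 100% = reference inhibitor wells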
SKN-1 inh: C. elegans SKN-1 inhibition. inhibition, % at 21.8 µM. C. elegans VP596 Pgst-4::GFP/RFP ratio, acrylamide-induced, 24 h. 360,000 compounds, 0.49% hits;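 active = interference check ratio from 0.5 to 1.5 plus GFP to RFP signal ratio inhibition reaching or exceeding a fixed threshold, cut at about 30% in these data, passing the limit was not always enough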; note: some compounds called inactive have numbers as strong as hits
* = called active by the depositor; x = not tested or not shown.

SMILES	Tb MetRS inh	MsrA act	NRP1-CendR mod	FAS-TE inh	E coli Lon inh	MT1-MMP act inh	MLLE-PAM2 inh	MsrA inhibitor	SKN-1 inh
O=C(NCCn1cc(SCc2ccccc2)c2ccccc21)c1ccccc1F	-0.5	-5	8	28	4	-4	14	-0.6	-7
O=[N+]([O-])c1c(NCCO)cc(N2CCN(Cc3ccc4c(c3)OCO4)CC2)c2nonc12	0.4	-3	5	0	3	4	-5	-1.0	9
Cc1noc(C)c1COc1ccc(C(=O)Nc2nnc(CC(C)C)s2)cc1	0.2	-2	-5	-6	7	-8	7	0.2	0
COc1cc(OC)c2c(c1)S(=O)(=O)C(c1ccccc1)=C2N	-1.1	-8	0	-2	10	3	-6	-0.7	-6
COc1cc(C2C(C#N)=C(C)NC3=C2C(=O)c2ccccc23)cc(OC)c1OC (stereo not given)	-0.9	-3	-3	-9	2	13	-6	-0.4	18
O=C(NCc1ccc(C(F)(F)F)cc1)c1cccc2c(-c3cccnc3)coc12	-0.2	0	0	24	5	-5	17	1.5	14
Cn1c(=O)c2c(n(C)c1=O)=NC1(CCCCC1)N=2	-0.5	-8	6	-7	-2	6	10	1.8	-6
O=C(O)c1ccc(COc2cccc(CO)c2)cc1	-0.8	-1	-6	-5	-5	-8	10	0.0	16
CCOc1cc(/C=C(\C#N)C(=O)Nc2ccc(S(N)(=O)=O)cc2)ccc1OCCN1CCOCC1	0.1	-2	6	-5	17	-2	-7	2.0	12
Cc1ccc(CN2C(=O)c3ccccc3C2c2nnnn2-c2ccc3c(c2)OCCO3)cc1 (stereo not given)	-0.6	-3	-7	7	-13	-1	x	-0.6	-11
CCc1ccccc1NC(=S)N(CCCN1CCN(C)CC1)Cc1cccs1	0.3	4	-1	-4	5	4	-41	0.4	7
COc1cc(/C=C2\SC(c3ccccc3)=NC2=O)cc(Cl)c1O	-0.3	-1	-32	-40	-19	-7	-60	1.9	12
CCOC(=O)C1=C(N)OC2=C(C(=O)CCC2)C1c1ccc2c(c1)OCO2 (stereo not given)	-0.4	-2	12	1	-1	2	-1	1.9	8
CC(C)Cc1nc(N2CCCCC2)c(C#N)c2c1CCC2	0.4	-2	0	19	-3	-4	4	-0.1	-9
Cc1ccc(OCC(=O)NCc2ccccc2)c([N+](=O)[O-])n1	0.0	-4	7	-2	-11	4	-9	-0.1	0
O=[N+]([O-])c1cccc(-c2c(-c3ccccc3)ncc3cc(F)ccc23)c1	0.1	-2	-1	27	-4	-1	-15	1.6	37*
Cc1ccc(C(=O)NN2CCOCC2)cc1[N+](=O)[O-]	-0.3	-5	-1	-8	-10	0	-4	0.9	10
CC(=O)N1[C@@H]2CC3C4CC=C5C[C@@H](O)CC[C@]5(C)C4CC[C@]3(C)[C@@]21C(C)=O (stereo not given in full)	-1.0	-9	8	-9	-8	1	-2	-0.3	-11
COc1ccc(Cl)cc1N(CC(=O)Nc1ccc2c(c1)OCO2)S(C)(=O)=O	0.9	0	15	4	2	0	-89	-1.1	-13
COC(=O)CC(NC(=O)c1ccco1)c1cccc2ccccc12 (stereo not given)	-0.1	-5	11	-4	-2	0	7	-0.5	-1
CC(=O)Nc1ccc(C(=O)OCc2ccc(Cl)cc2)cc1	0.3	-1	3	7	7	3	7	-0.4	9
Cc1cc(C(=O)CCl)c(C)n1-c1cccc([N+](=O)[O-])c1	-0.1	-5	-5	-7	2	2	-10	-0.1	11
Oc1ccc(-c2nc3cnccn3c2Nc2ccc3c(c2)OCCO3)cc1	0.0	-2	9	-2	5	7	3	2.0	-4
S=C(NCCN1CCOCC1)Nc1cccc2ccccc12	-0.1	-4	-16	-6	-4	0	14	-0.5	4
Cc1cc(NC(=O)COC(=O)COc2ccc3c(c2)CCC3)no1	-1.2	-2	4	-8	-1	1	9	-0.3	-6

More structures.
SMILES	Tb MetRS inh	MsrA act	NRP1-CendR mod	FAS-TE inh	E coli Lon inh	MT1-MMP act inh	MLLE-PAM2 inh	MsrA inhibitor	SKN-1 inh
CC(C)(C)c1ccc(NC(=O)COC(=O)C2CCCC2)cc1	0.0	-1	12	12	-8	-6	8	0.6	4
CCOC(=O)c1oc2ccccc2c1NC(=O)CN1CCN(C)CC1	-0.9	-1	7	-10	15	-5	0	-0.5	-1
CCOc1cc(C(=O)N(CC)CC(=O)Nc2c(F)cccc2F)ccc1OCC(=O)N1CCCCC1	0.1	-3	0	-8	13	-5	-1	-0.3	10
COc1ccc(C(OC(=O)c2ccco2)C(=O)NCc2ccco2)cc1 (stereo not given)	-0.3	-3	9	-2	-4	0	-10	0.6	-14
Cc1ccccc1CNC(=O)c1ccccc1N(C)S(=O)(=O)c1ccccc1	-1.2	-11	-19	-2	-11	x	8	-1.5	-14
CCn1c(SCC(=O)NCc2ccc3c(c2)OCO3)nc2c(c1=O)SCC2	0.5	-4	13	-4	-9	-5	-7	1.7	-1
CC(=O)N(Cc1cccs1)Cc1cc2ccc(C)c(C)c2nc1Cl	-1.1	-1	10	24	-3	0	-2	-0.6	-11
CC1=C(C(=O)N2CCCCCC2)CC(CC(=O)NC2CCCC2)C(=O)N1CCC1=CCCCC1 (stereo not given)	-0.3	-3	-2	4	-9	8	x	2.2	-2
CCn1c(CNC(=O)c2ccccc2Br)nnc1SCC(=O)NC1=NCCS1	-0.2	-2	7	-6	0	2	-3	6.5*	3
Cc1ccc(S(=O)(=O)NC(C)(C)CSc2ncccn2)cc1	-1.8	-11	-3	0	6	-5	-8	0.1	-4
Cc1[nH]n2c(=O)cc(-c3ccc([N+](=O)[O-])cc3)nc2c1-c1ccccc1	-0.7	-4	7	59*	0	9	15	1.2	-11
CC1CCc2c(sc(NC(=O)c3noc4c3CCCC4)c2C(N)=O)C1 (stereo not given)	-0.5	-3	-15	-1	-2	3	-1	-0.3	-6
Cc1nn(CC(=O)Nc2ccc(N(C)C)cc2)c(C)c1[N+](=O)[O-]	5.2	-8	7	-7	-13	11	8	0.0	-1
FC(F)(F)c1cccc(NCc2cn3cccnc3n2)c1	0.1	-2	-4	-7	7	4	-16	x	5
COc1ccccc1NS(=O)(=O)c1ccc(Cl)c(NC(=O)CN2C(=O)c3ccccc3C2=O)c1	-0.2	-10	3	5	11	-2	10	0.0	0
O=C(NC(=O)c1cccc(Cl)c1)OC[C@@H]1CCCN2CCCCC12 (stereo not given in full)	-0.7	-3	10	-7	-11	-1	-5	0.0	1
CC(=O)Nc1cc(-c2ccc(C(=O)N3CCOCC3)cc2)cn2c(-c3ccc(F)c(Cl)c3)cnc12	-0.2	-3	-10	19	-9	-5	-27	-0.9	13
COc1ccc(/C=C(/NC(=O)/C=C/c2ccccc2)C(=O)N2CCOCC2)cc1	-1.4	-9	-1	-2	6	-3	8	2.4	-5
O=[n+]1cc(-c2ccc(Cl)cc2)n([O-])c2c1CCC2	-0.8	-3	-4	-3	-1	2	7	0.3	-5
CCC(=O)OCCNc1cc(Sc2nc3ccccc3s2)c2nonc2c1[N+](=O)[O-]	-1.2	-20	4	83*	-10	x	52	0.9	-38
CSc1ccc(S(=O)(=O)NCC(=O)OCC(=O)N2CCCCC2C)cc1[N+](=O)[O-] (stereo not given)	0.1	-1	6	-2	-14	2	-5	1.6	0
O=C1CC(c2ccccc2)n2ncnc2N1 (stereo not given)	-0.2	-2	0	-8	0	4	-1	0.9	-32
COc1ccc(CNC(=O)CCS(=O)(=O)Cc2cccc(Cl)c2)c(OC)c1	-0.6	-2	-7	-2	-4	-1	5	-0.4	6
Cc1ccc(C)c(NC(=O)C(OC(=O)c2ccc(NC(=O)CC#N)cc2)c2ccccc2)c1 (stereo not given)	-0.4	0	-15	4	-2	-10	-24	1.1	27
CC1CCCCN1CC(=O)NCc1ccc2c(c1)OCO2 (stereo not given)	-0.7	-1	-2	-6	2	2	-4	-1.2	23

The list goes on.
SMILES	Tb MetRS inh	MsrA act	NRP1-CendR mod	FAS-TE inh	E coli Lon inh	MT1-MMP act inh	MLLE-PAM2 inh	MsrA inhibitor	SKN-1 inh
Cn1c(-c2ccc3c(c2)OCO3)cnc1NCc1cccc(Cl)c1	1.2	1	0	5	-3	6	5	x	-2
Cc1sc2nc(CN(C(=O)NCc3ccccc3)C3CCCC3)[nH]c(=O)c2c1C	0.1	-2	9	24	-2	6	1	0.4	11
O=[N+]([O-])c1ccc2c(c1Nc1ccccc1Cl)=NC1(CCCCC1)N=2	0.1	4	-19	21	6	12	-5	1.8	33
Cc1ccc(NC(=O)c2cc([N+](=O)[O-])ccc2N2CCOCC2)cc1S(=O)(=O)N1CCOCC1	-0.2	-4	-13	38	6	-4	-73	1.2	13
O=[N+]([O-])c1ccccc1-c1ccc(C(=S)N2CCCC2)o1	0.9	-1	13	9	2	-11	33	1.6	-2
COc1ccc(/C=N/NC(=O)c2nonc2N)cc1OC	0.1	-4	-6	-6	2	0	-3	2.3	15
CCC(C)NC(=O)C(CCSC)NC(=O)c1ccccc1 (stereo not given)	-0.2	1	3	-6	-3	5	11	0.3	1
CCCNC(=O)Nc1cc(OCC)c(N2CCOCC2)cc1OCC	-0.1	-2	3	-10	-6	3	4	0.9	1
Cc1ccc(S(=O)(=O)NCCc2cn3nc(C)c(C)nc3n2)cc1C	-0.1	-3	-7	-6	2	-4	7	0.6	8
CC(C)C(=O)N1CCN(c2cc(N3CCN(C)CC3)c(F)cc2[N+](=O)[O-])CC1	-0.3	-4	5	-1	7	5	5	0.8	8
CCOc1ccccc1C(=O)NC(C(=O)N(C)c1c(N)n(Cc2ccccc2)c(=O)[nH]c1=O)C(C)C (stereo not given)	0.2	1	7	-5	-1	-1	0	-0.9	10
Cc1ccc(-n2ccnc(SCC(=O)NC3CCCC3)c2=O)cc1F	0.4	0	-13	-1	-17	1	33	1.5	16
COCCCNCCOCCOc1ccc(C)cc1[N+](=O)[O-]	-0.5	-1	8	-7	1	6	1	-0.7	-5
Cc1ccc(S(=O)(=O)NCC(C)n2nc(C)nc2C)cc1 (stereo not given)	-0.3	-2	6	-6	12	0	0	1.1	-13
Cc1ccccc1C(=O)Nc1ccc(Br)c(C)n1	-2.0	-13	8	3	-6	-2	-9	0.6	-6
Cc1ccc(S(=O)(=O)N2CCN(C(=O)CSc3nc4ccccc4c(=O)[nH]3)CC2)c(C)c1	0.3	-1	-4	1	-2	6	-2	2.6	-5
Cc1[nH]c(=S)c(C#N)c(-c2ccccc2)c1C(=O)Nc1ccccc1	1.8	2	1	-2	-2	-37	4	1.6	8
Cc1c(C(=O)N(Cc2ccco2)Cc2cccs2)oc2ccccc12	-0.3	-3	-4	20	-4	-6	15	0.1	1

Of the compounds above, 5 have an NH in an aromatic ring:
SMILES	Tb MetRS inh	MsrA act	NRP1-CendR mod	FAS-TE inh	E coli Lon inh	MT1-MMP act inh	MLLE-PAM2 inh	MsrA inhibitor	SKN-1 inh
Cc1[nH]n2c(=O)cc(-c3ccc([N+](=O)[O-])cc3)nc2c1-c1ccccc1	-0.7	-4	7	59*	0	9	15	1.2	-11
Cc1sc2nc(CN(C(=O)NCc3ccccc3)C3CCCC3)[nH]c(=O)c2c1C	0.1	-2	9	24	-2	6	1	0.4	11
CCOc1ccccc1C(=O)NC(C(=O)N(C)c1c(N)n(Cc2ccccc2)c(=O)[nH]c1=O)C(C)C (stereo not given)	0.2	1	7	-5	-1	-1	0	-0.9	10
Cc1ccc(S(=O)(=O)N2CCN(C(=O)CSc3nc4ccccc4c(=O)[nH]3)CC2)c(C)c1	0.3	-1	-4	1	-2	6	-2	2.6	-5
Cc1[nH]c(=S)c(C#N)c(-c2ccccc2)c1C(=O)Nc1ccccc1	1.8	2	1	-2	-2	-37	4	1.6	8
